PriA SSB inh: K. pneumoniae PriA-SSBct interaction inhibition | AlphaScreen SSBct-PriA binding, biotinylated peptide | inhibition, % at 33 µM | hit rate 0.6% among 430,000; in the data active means inhibition mostly above about 37%, no sharp cut-off; inactive means mostly below about 20%;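 further: plate controls were negative control peptide for no effect and reference peptide for full effect; strong numbers were not always called active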
The depositor's hits bear a star; & = joins results of further samples.

Compound | PriA SSB inh
CCc1ccc(N2CCN(CC(O)COc3ccc4ccccc4c3)CC2)cc1 (configuration not stated) | 1
C=CCn1c(-c2ccccc2)csc1=Nc1ccccc1C(=O)OCC | 32
Cc1ccc2c(c1)N(C(=O)CSc1ncccc1C#N)CCO2 | -5
Cc1nnc(NC(=O)COc2cccc3ccc(N4CCN(C(=O)c5ccco5)CC4)nc23)s1 | -13&5
Cn1nnn(-c2ccc(NC(=O)c3c[nH]c4ccccc34)cc2)c1=O | 13
Cn1nc(CN(Cc2ccco2)S(=O)(=O)Cc2cc(F)ccc2F)c2c1CCC2 | -11
CCc1ccc(S(=O)(=O)Nc2ccc3c(c2)CCC(=O)N3Cc2ccccc2)s1 | 4
O=C(CN1CC(c2nc(-c3cnccn3)no2)C1)Nc1nccs1 | -16
CCOc1cc(-c2ccc(C)cc2)nc2ccc(C(=O)NCCCN(CC)CC)cc12 | -5
CC(=O)c1ccc(NC(=O)c2cccn(Cc3ccc(C(F)(F)F)cc3)c2=O)cc1 | -9
Cc1noc(C)c1S(=O)(=O)N1CCC(n2c(=O)[nH]c3ccc(F)cc3c2=O)CC1 | -20
Cn1nccc1C(=O)Nc1nc(-c2ccc3c(c2)CCCC3)cs1 | 4
O=C(Nc1cc(C(F)(F)F)ccc1Cl)c1cccc(-n2cnnn2)c1 | -7
COc1ccc(C=NNc2nc3ccccc3s2)cc1O | 13
Cc1cc(N2CCOCC2)nc(CNC(=O)c2c(F)cccc2F)n1 | -2
CC(CC(=O)Nc1ccc(N(C)C)cc1)=NNC(=O)c1ccc(Cl)cc1 | 13
CN1CCc2cc(C(CNC(=O)C(=O)Nc3nccs3)N(C)C)ccc21 (configuration not stated) | -17
COc1cccc(S(=O)(=O)NCc2ccc(C(=O)N3CCN(c4ccccc4F)CC3)cc2)c1 | 2
CCOC(=O)c1c(NC(=O)CSc2nnc(C)s2)sc(C)c1C | -12
COc1cc(C)c(S(=O)(=O)n2cnc3cc(C)c(C)cc32)cc1C | 15
O=C(Cn1c(-c2cccnc2)nc2ccccc21)N1CCCc2ccccc21 | -9&-5
CCn1nnc2c(N3CC(C(=O)NC4CCSC4=O)C3)ncnc21 (configuration not stated) | 7
COc1ccccc1OCC(=O)Nc1cc(-c2cccs2)nn1-c1nc(C)c(C)c(=O)[nH]1 | 7
CSc1cccc2sc(N(CCN(C)C)C(=O)Cc3ccc(S(C)(=O)=O)cc3)nc12 | -3
CC(=NNc1ccc(C(=O)O)cc1)c1ccc(-n2ccnc2)cc1 | -2
Nc1ccc2c(c1)N(C(=O)C1CC1)CC2 | 28
COc1ccc(OC)c(NC(=O)Cn2c(C)nc3c(sc4ccccc43)c2=O)c1 | -9
CCCc1ccc(S(=O)(=O)Nc2ccc3c(c2)NC(=O)C(C)(C)CO3)cc1 | -2
CC1=CCS(=O)(=O)C1 | 1
CN(C)CCCNc1nc2ccc(Br)cc2s1 | 20
Cc1ccsc1C=NN1CCN(c2ccccc2)CC1 | 1
COc1ccc(NC(=O)/C=C/C2=Cc3ccccc3OC2)c([N+](=O)[O-])c1 | 7
Cc1ccc(C(CNC(=O)C(C)C)N2CCN(C)CC2)cc1 (configuration not stated) | -3
Cc1nc(C)c(CC(=O)NCc2ccco2)s1 | -1
O=C(c1cccs1)N1CCC(c2nnc(-c3ccco3)s2)CC1 | -2
CCCOc1ccc(-c2c(C(=O)NN=C(C)c3cccnc3)nnn2-c2nonc2N)cc1 | 6
CCCS(=O)(=O)N1CCN(c2ccc3nnc(CC)n3n2)CC1 | -20&0
O=C(N1CCC(Oc2ccccn2)CC1)C1(c2ccc(Cl)cc2)CCCC1 | -6
CS(=O)(=O)c1ccc2nc(NC(=O)C3=COCCO3)sc2c1 | 4
Oc1ccc(-c2nc(-c3ccc4sc5ccccc5c4c3)c(-c3ccccc3)[nH]2)cc1O | 7
COc1ccc(/C=C/C(=O)NCC(=O)NN=Cc2cc(Br)ccc2OCc2ccccc2)cc1 | -3
CCOc1ccc(-c2ccc(OCCNC(=O)CC(c3ccccc3)c3ccccc3)nn2)cc1 | -3
COc1cc2[nH]c3c(=O)n(CC(=O)N4CCN(c5cccc(C)c5C)CC4)cnc3c2cc1OC | -2
O=C(NCCn1cc(SCc2ccc(Cl)cc2)c2ccccc21)c1ccc(Cl)cc1Cl | -20
Fc1ccccc1N1CCN(c2ncnc3scc(-c4ccccc4)c23)CC1 | -6
CC(=O)Nc1ccc(C2=CSC3=NCCN23)cc1 | 5
Cn1c(=O)[nH]c(=O)c2c1nc(Sc1nc3ccccc3[nH]1)n2CCCc1ccccc1 | -9
Nc1ccccc1C(=O)N1CCOCC1 | -10&12
Cc1nn(-c2ccc(N3CCN(S(=O)(=O)c4cccc(Br)c4)CC3)nn2)c(C)c1C | 6
CC(=O)N(CCn1cccn1)c1nc2ccccc2s1 | -2
Cc1ccc(Cc2nnc(NC(=O)c3ccc(S(=O)(=O)N(C)C4CC4)cc3)o2)cc1C | 11
COC(=O)C1=C(C)N=C2SCCC(=O)N2C1c1ccc(OC)cc1OC (configuration not stated) | -4
O=C1NC2(CCN(C(=O)Nc3ccc(Br)cc3)CC2)N=C1c1cccc(F)c1 | -11
CCOC(=O)c1ccc(Nc2nc(C)cc(N)n2)cc1 | -9
CC(=O)c1ccc(NC(=O)CN2C(=O)COc3ccccc32)cc1 | 56*
CN(N=Cc1ccncc1)c1cnc2ccccc2n1 | 10
CC(C)CS(=O)(=O)C1CN(C(=O)c2cc3ccccc3o2)C1 | -12
O=C(Nc1ccccc1)OC1CCCC(NC(=O)C2CC(=O)N(c3ccc(F)cc3)C2)C1 (configuration not stated) | -2
COc1ccc(Cl)cc1NC(=O)CSc1nnc(C)c2cnn(-c3ccc(F)cc3)c12 | -8&-3
CC(=NNc1ccccn1)c1ccc(S(=O)(=O)NCc2ccco2)cc1 | 32

Next part
Compound | PriA SSB inh
Cc1ccc(-c2n[nH]n3c2nc(=O)c2cc(Cl)ccc23)cc1 | -12
CC(C)(C)c1ccc(-c2csc(NC(=O)c3cc(-c4ccccc4)nc4ccccc34)n2)cc1 | -3
CCOC(=O)C(CC)C(C)=NNC(=O)c1cccc(C)c1 (configuration not stated) | -1
CCOC(=O)N1CCN(C(=O)CSCC(=O)Nc2nc(-c3ccccc3)c(-c3ccccc3)s2)CC1 | -5
CCc1cccc(Nc2cc(C(=O)N3CCCCC3)nc3ccccc23)c1 | -22
O=S(=O)(Cc1ccccc1F)NCc1cncc(-c2ccsc2)c1 | -11
CC(=O)NC1C(OC(=O)c2cccnc2)OC(COC(C)=O)C(OC(C)=O)C1OC(C)=O (configuration not stated) | -2
COc1ccccc1N1CCN(C(=O)Cn2cnc3c(sc4cccc(Cl)c43)c2=O)CC1 | -12&-4
CC(C)(C)c1ccc(C(=O)Nc2cccc(N3CCCC3=O)c2)cc1 | -9
CN1CC(NC(=O)c2ccc3nsnc3c2)CC1=O (configuration not stated) | -7
O=C(Cc1cccs1)NN=Cc1ccco1 | 3
CCOc1cn2c(cc1=O)C(=O)N(CCNC(=O)c1ccc(C)c(C)c1)CC2 | -7
O=C(Nc1cc(-n2ccc3ccccc32)ncn1)[C@@H]1COc2ccccc2O1 | 0
Cc1cn2c(=O)c(C(=O)Nc3nc4c(C)cccc4s3)cnc2s1 | -10
O=C(Cc1ccccc1)NN=Cc1cccn1-c1ccc([N+](=O)[O-])cc1 | 57
CC(=O)ON1C(=O)c2cccc3cccc(c23)C1=O | 6
COc1ccc(S(=O)(=O)NCC2CCCN2c2ccccc2)cc1Cl (configuration not stated) | -1
COC(=O)c1sccc1NN=Cc1ccc(OC)c(OC)c1OC | -71
CC(O)C(=O)NN=Cc1cccc2ccccc12 (configuration not stated) | -2
CCOc1ccc(-c2ccc(=O)n(CCCC(=O)Nc3c(C)cc(C)cc3C)n2)cc1 | -2
CC(C)c1noc(CNC(=O)CCN)n1 | -17
O=C(Nc1ccc(Br)cc1-c1nc2ccccc2[nH]c1=O)C(F)(F)F | 3
O=C(CSc1ccc(NC(=O)C2CC2)nn1)Nc1ccccc1C(F)(F)F | 7
O=C(NCc1ccc(C(=O)c2ccco2)s1)c1ccc2ncsc2c1 | -1
Cn1c(=O)c2c(SCc3cccnc3)nc(-c3cccc([N+](=O)[O-])c3)nc2n(C)c1=O | -8
O=C(NCC1CCN(C(=O)c2ccoc2)CC1)C(=O)Nc1ccc2c(c1)OCO2 | -8
O=C(CS(=O)(=O)c1ccc(Cl)s1)NCc1ccc(F)cc1 | -12
O=C(Nc1ccc2oc(=O)ccc2c1)c1ccc(F)cc1 | 8
Cc1ccc(-c2csc3nnc(SCCC(=O)NCCc4ccccc4)n23)cc1 | 11
COc1cc2c(cc1OC)C1=C(C#N)CCC(=NS(=O)(=O)c3ccccc3)N1CC2 | 6
CCSc1cccc(C(=O)Nc2nc(-c3cccnc3)cs2)c1 | -14
O=S(=O)(c1ccc2ccccc2c1)N1CCN(c2ccc3nncn3n2)CC1 | -8
Cc1ccnc2c(Cl)c(Cl)ccc12 | 26
O=C(CCSc1ccccc1)N(Cc1ccco1)c1nc2c(F)cc(F)cc2s1 | -12
CCOC(=O)Cc1csc(NN=Cc2ccc(C(F)(F)F)cc2)n1 | 5
Cc1cc(C)c2c(CC(=O)N3CCN(c4ccccc4F)CC3)coc2c1 | -4
O=C(Cc1n[nH]c(=O)[nH]c1=O)NN=Cc1c(O)ccc2ccccc12 | -9
O=C(O)c1ccc2nccnc2c1 | -6
COc1ccc(S(=O)(=O)N(CC(=O)NN=Cc2cccs2)c2cc(C)cc(C)c2)cc1OC | -3
Cc1nc(-c2ccccc2NC(=O)c2sc(-n3cccc3)nc2C)cs1 | -18
CC(C)(C)c1ccccc1OC(=O)c1ccccc1 | -6
O=C(NCC1(c2ccsc2)CCCC1)c1ccc(Cl)s1 | -44
COc1cc(C=NNc2ccnc(=O)[nH]2)ccc1O | -9
O=C(c1c(F)cccc1Cl)N(Cc1ccoc1)Cc1cccs1 | 9
CC1CC(C)CN(c2nccn3c(=O)n(CC(=O)NCc4ccc(F)cc4)nc23)C1 (configuration not stated) | -14
CCOc1cc(NC(=O)Nc2cc(Cl)ccc2OC)ncn1 | -15
O=C(Nc1nnc(-c2ccc(Br)s2)o1)c1cccs1 | -1
Cc1cc(NC(=O)Cn2nc(-c3cccc([N+](=O)[O-])c3)ccc2=O)no1 | -8
CCOc1ccc2ccccc2c1C=Nn1cncn1 | -14
CC(=NNS(=O)(=O)c1ccc([N+](=O)[O-])cc1)c1cccs1 | -7
O=S(=O)(NCc1cc(C2CC2)n(C2CCCC2)n1)c1ccc(Br)s1 | -11
O=C(Nc1cccc2nsnc12)c1cnn2c1OCCC2 | -17
COc1ccccc1-c1cc2c(SCC(=O)Nc3cccc(F)c3)nccn2n1 | 7
O=C(c1ccc(Br)o1)N1CCN(c2ccc(Nc3ccncc3)nn2)CC1 | -10
c1ccc(-c2nc(-n3cnc4ccccc43)c3cc(-c4ccccc4)sc3n2)cc1 | -19&10
CC(=NNc1nc(Cl)c(Cl)cc1Cl)c1ccc(S(=O)(=O)NCc2ccco2)cc1 | -9
O=C(Cc1ccc(Cl)cc1)Nc1ccc(-c2nc3cccnc3s2)cc1 | -14
COc1ccc(-c2ccc(N3CCN(C(=O)c4ccc(C)c(C)c4)CC3)nn2)cc1OC | 13
CN(C)c1ccc(O[C@H]2CCN(S(=O)(=O)c3cccnc3)C2)nn1 | -14
COc1cccc(C(N)C(=O)O)c1 (configuration not stated) | 27

Next section, overlapping the part above by six compounds.
Compound | PriA SSB inh
c1ccc(-c2nc(-n3cnc4ccccc43)c3cc(-c4ccccc4)sc3n2)cc1 | -19&10
CC(=NNc1nc(Cl)c(Cl)cc1Cl)c1ccc(S(=O)(=O)NCc2ccco2)cc1 | -9
O=C(Cc1ccc(Cl)cc1)Nc1ccc(-c2nc3cccnc3s2)cc1 | -14
COc1ccc(-c2ccc(N3CCN(C(=O)c4ccc(C)c(C)c4)CC3)nn2)cc1OC | 13
CN(C)c1ccc(O[C@H]2CCN(S(=O)(=O)c3cccnc3)C2)nn1 | -14
COc1cccc(C(N)C(=O)O)c1 (configuration not stated) | 27
Cc1ccccc1OCC(=O)NN=Cc1ccc(N(C)C)cc1 | -11
CNc1nn(CC(=O)Nc2cc(C)ccc2OC)c(N)c1-c1nc(-c2ccccc2C)no1 | -3
Cc1ccccc1OCC(=O)NCc1cncc(-c2cccs2)c1 | -7
CCOc1cc(-c2nnc(NC(=O)c3cccc(Br)c3)o2)cc(OCC)c1OCC | -4
O=C(Nc1nc2c(s1)Cc1ccccc1-2)c1ccc2ncsc2c1 | -10
CCOC(=O)c1ccc(NC(=O)/C(C#N)=C/c2ccc(-c3cccc([N+](=O)[O-])c3)o2)cc1 | -19
Cc1cc(NC(=O)c2ccc(S(=O)(=O)N(C)C3CCCCC3)cc2)n(C(C)C)n1 | -4
COc1ccc(F)cc1S(=O)(=O)N1CC(Oc2nc3c(Cl)cccc3s2)C1 | -9
NC(=NNC(=O)c1cccs1)c1cc2ccccc2oc1=O | -2
CCOC(=O)c1c(NC(=O)C(C)Sc2nnc3[nH]c(=O)cc(C)n23)sc2c1CCC2 (configuration not stated) | 1
Cn1cccc1-c1cc(C(=O)NN=Cc2ccc(F)cc2)[nH]n1 | 17
COc1cc(Cn2nc(-c3ccc(F)cc3)c3sc(N4CCCC4)nc3c2=O)cc(OC)c1 | -12
CC(=O)Nc1ccc(Br)cc1C(NCC(=O)O)c1ccccc1 (configuration not stated) | 5
Cc1nc(SCC(=O)c2cccc(Cl)c2)nc2c1CCCC2 | -23&-8
O=S(=O)(NCCOc1ccc2c(c1)OCO2)c1cccc(Cl)c1 | -17&4
CCS(=O)(=O)c1ccc(-c2ccc(NS(=O)(=O)CCc3ccccc3)cc2)nn1 | 1
Fc1ccccc1COc1ccccc1C=NNc1nc(N2CCCC2)nc(N2CCCC2)n1 | 9

Some of the compounds tested; the hit share may differ from the screen's.
